# From PubChem BioAssay
# M. tuberculosis: growth inhibition of non-replicating M. tuberculosis (AID 488890). inhibition, % at 25 µM; hits with a dose series show IC50 in µM. 320,000 tested, 0.39% active. Mycobacterium tuberculosis non-replicating, growth inhibition; higher % means a stronger effect; in the data active = a potency from the dose series; inconclusive = inhibition mostly from about 82% at the one dose, without a potency; inactive = the rest, 99 in 100 with inhibition below about 76%;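 note: plate controls were DMSO cells for no effect and high antibiotic wells for full effect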
# PhoP GFP inhibition: PhoP regulon inhibitors, Salmonella typhi PhoP promoter GFP reporter, confirmatory (AID 1850) | Salmonella Typhi PhoP-promoter GFP reporter, fluorescence, 4 h; higher % means a stronger effect | 310,000 tested, 0.33% active | inhibition, % at 50 µM, or IC50 in µM where a hit was titrated; in the data active = a potency from the dose series; inconclusive = inhibition mostly from about 25% at the one dose, without a potency; inactive = the rest, 99 in 100 with inhibition below about 19%;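 note: 0% = induced wells with vehicle and 100% = uninduced wells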
# H1N1 NS1A inhibition: NS1A inhibition, H1N1 influenza, cell based functional assay (AID 504329); NS1A functional cell-based assay, percent inhibition; higher % means a stronger effect; inhibition, % at 12.5 µM; hits with a dose series show IC50 in µM; 340,000 tested, 0.3% active; in the data active = a potency from the dose series; inconclusive = inhibition above about 27% without an active follow-up result; note: strong numbers were not always called active
# VEEV TC-83 Vero: inhibitors of VEEV TC-83 cytopathic effect, confirmation, Vero cells (AID 588727); Vero cells, VEEV TC-83 cytopathic effect inhibition; higher % means a stronger effect; inhibition, % at 20 µM; hits with a dose series show IC50 in µM; 350,000 tested, 0.13% active; in the data active = a potency from the dose series; inconclusive = inhibition mostly from about 14% at the one dose, without a potency; inactive = the rest, 99 in 100 with inhibition below about 12%; note: strong numbers were not always called active
# H37Rv inhibition: M. tuberculosis growth inhibition, HTS (AID 449762). M. tuberculosis H37Rv growth inhibition, 7H9 media; higher % means a stronger effect. inhibition, % at 25 µM, or IC50 in µM where a hit was titrated. 330,000 tested, 0.59% active; in the data active = a potency from the dose series; inconclusive = inhibition above about 70% without an active follow-up result;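 note: bacterial growth assessed after seven days of incubation; strong numbers were not always called active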
# VEEV TC-83 Vero 10K pilot screen: further read-out of VEEV TC-83 Vero, marked with its call; inhibition, %; measured here: 10K pilot screen inhibition
# Starred values were filed as active, the others as inactive; i = inactive; ? = inconclusive; . = no result given.
SMILES,M. tuberculosis,PhoP GFP inhibition,H1N1 NS1A inhibition,VEEV TC-83 Vero,H37Rv inhibition,others
CCSc1ncnc2sc(C)c(C)c12,-11%,-4%,-6%,0.7%,-10%,
CC(C)C12CN3CCN(CC(C3)/C1=N\NC(=O)Nc1ccccc1)C2,-3%,3%,7%,0.9%,20%,
CCOc1ccccc1-n1c(SCC(=O)N2CCCc3ccccc32)nnc1-c1cccnc1,10%,-2%,-7%,3.7%,3%,
CC(C)NC(=O)N(C)C[C@H]1Oc2c(NC(=O)Nc3ccc(C(F)(F)F)cc3)cccc2C(=O)N([C@H](C)CO)C[C@@H]1C,18%,.,-10%,2.8%,3%,
Cc1cc(OC(C)C(=O)NNC(=O)Nc2ccc(F)cc2F)cc(C)c1Cl (stereo not drawn),-34%,-5%,-2%,7.6%,-5%,
CC(CCc1ccccc1)NC(=O)[C@@H]1Cc2ccccc2CN1 (stereo partly drawn),6%,9%,-6%,0.7%,5%,
COc1ccc(OC)c(/C=N/NC(=O)C(=O)N2CCCC2)c1,5%,-18%,-3%,i,-2%,
CC(=O)Nc1ccccc1N(C)S(=O)(=O)c1ccc(C)cc1,-10%,-1%,2%,6.9%,-1%,
COC(=O)C1CN(C(=O)COc2ccc(Cl)cc2Cl)c2ccccc2O1 (stereo not drawn),?,-14%,-1%,i,22%,
O=C(COC(=O)/C=C/c1ccccc1[N+](=O)[O-])NC1CCS(=O)(=O)C1 (stereo not drawn),12%,4%,-5%,1.2%,4%,
CCn1c(SC)nc2cc(S(=O)(=O)N3CCCCC3)ccc21,7%,.,0%,0.9%,-8%,
Cc1cccc(NC(=O)CNC(=O)Cc2ccc3c(c2)OCCO3)c1C,29%,.,-9%,i,-4%,
O=C(O)c1cc(-c2ccccc2)c(N2CCOCC2)s1,1%,-8%,-2%,0.7%,5%,
O=[N+]([O-])c1ccccc1CNCCO,5%,-8%,-2%,i,0%,
O=C(CNc1ccc(Br)cc1)NNC1=NCCC1,2%,-1%,10%,0.1%,-15%,
COc1cccc(C(=O)C2CCCN(Cc3cccn3-c3cccnc3)C2)c1 (stereo not drawn),17%,2%,6%,i,8%,
Cc1ccc(SCCCn2cnc3ccccc3c2=O)cc1,78%,1%,-5%,0.3%,10%,
COC1=C(OC)[C@]23CCc4ccc(OC)c(OC)c4[C@]2(CCN3C)CC1=O,6%,.,-5%,0.1%,6%,
COCCNC(=O)c1onc(CSc2cccc(OC)c2)c1C(=O)O,4%,-12%,4%,0.9%,-4%,
Cc1ccc(Cl)c(OCC(=O)Nc2ccccc2C(=O)NC2CC2)c1,-4%,-6%,2%,12%,-5%,
CCCn1c2c(c(O)c(C(=O)Nc3ccccc3)c1=O)CCCC2,-2%,-6%,4%,1.4%,0%,
CC(C)CN1CCN(Cc2ccc3ncccc3c2)CC1CCO (stereo not drawn),-12%,10%,2%,1.2%,-1%,
C=CCc1cc(Cl)ccc1OCCCNCCO,46%,23%,-3%,1.4%,-1%,VEEV TC-83 Vero 10K pilot screen=0.7
Cc1ccc2[nH]c(C)c(CC(=O)NCc3ccccc3)c2c1,-3%,3%,-8%,i,3%,
COc1ccc2[nH]cc(S(=O)(=O)c3ccc(C(C)C)cc3)c(=O)c2c1,1%,-8%,-6%,0.9%,1%,

# An excerpt from above in order of length of the SMILES, falling.
SMILES,M. tuberculosis,PhoP GFP inhibition,H1N1 NS1A inhibition,VEEV TC-83 Vero,H37Rv inhibition,others
COC1=C(OC)[C@]23CCc4ccc(OC)c(OC)c4[C@]2(CCN3C)CC1=O,6%,.,-5%,0.1%,6%,
CC(C)C12CN3CCN(CC(C3)/C1=N\NC(=O)Nc1ccccc1)C2,-3%,3%,7%,0.9%,20%,
CC(C)CN1CCN(Cc2ccc3ncccc3c2)CC1CCO (stereo not drawn),-12%,10%,2%,1.2%,-1%,
CCSc1ncnc2sc(C)c(C)c12,-11%,-4%,-6%,0.7%,-10%,

# Further entries follow:
SMILES,M. tuberculosis,PhoP GFP inhibition,H1N1 NS1A inhibition,VEEV TC-83 Vero,H37Rv inhibition,others
CCC(=O)Nc1ccc(C(=O)CSc2nnc(-c3ccc(NS(C)(=O)=O)cc3)n2C)cc1OC,0%,0%,-5%,0.1%,-13%,
Cc1ccc(Cc2cnc(NC(=O)c3ccco3)s2)cc1,.,-14%,-28%,0.8%,?,
C=CC[C@H](CC(=O)N(CCO)Cc1ccccc1)C(=O)N[C@H](COC(=O)[C@@H](CC=C)Cc1ccc(F)cc1)Cc1ccccc1,-2%,.,-2%,5.9%,-5%,
Cc1cnc(C)c(N2CCC(C(=O)NC(C)c3cccs3)CC2)n1 (stereo not drawn),4%,-7%,-2%,3.9%,-8%,
COc1ccc(/C=C2\C(=O)NC(=S)N2C(=O)c2ccc(C)cc2)cc1,?,-3%,-4%,1.3%,?,
FC(F)(F)C12CC(c3ccccc3)=NCCN1CCN2 (stereo not drawn),37%,4%,-15%,i,-5%,
Cc1nn(Cc2ccccc2)c(C)c1NC(=O)c1cccs1,4%,-2%,-7%,0.5%,4%,
COc1ccc(NC(=O)CN(C)CC(=O)Nc2sc3c(c2C(N)=O)CCC3)cc1,20%,0%,4%,6.1%,50µM*,
COC(=O)C1C(O)=C(C=Nc2cccc3ccccc23)C(=O)CC1(C)C (stereo not drawn),7%,4%,-24%,2.6%,?,
Nc1nc(N)c(-c2cccc(C(F)(F)F)c2)c(Cc2cccc(C(F)(F)F)c2)n1,.,.,-4%,6.2%,.,
Cc1cc(C(=O)COc2cccc([N+](=O)[O-])c2)c(C)n1C1CC1,55%,.,10%,1.2%,5%,
COc1cccc(N2CCN(C(=O)C3CCCN(c4ncnc5c4nc4n5CCCCC4)C3)CC2)c1 (stereo not drawn),45%,3%,3%,7.0%,43%,
COc1ccc(S(N)(=O)=O)cc1C(=O)NCC(C)(C)N1CCCCC1,-8%,-17%,6%,1.8%,7%,
CCO[C@@H]1OC(C(=O)N2CCOCC2)=C[C@H](C2CCCCC2)[C@H]1CCCO,-5%,-2%,11%,2.9%,1%,
COCCNS(=O)(=O)c1ccc2c(c1)oc(=O)c1cc(S(=O)(=O)NCCOC)ccc12,-8%,-3%,.,.,-4%,
O=C(COC(=O)CNC(=O)c1ccccc1)NC1CCCCC1,-13%,.,-1%,1.3%,-9%,
Nc1ccc(NC(=O)Nc2ccc(N)cc2)cc1,0%,14%,5%,0.1%,7%,
Cc1cc(OC(C)C(=O)N2CCN(c3ccccc3)CC2)c2c(C)c(C)c(=O)oc2c1 (stereo not drawn),-3%,-2%,9%,i,2%,
Cc1ccc(C)c(S(=O)(=O)N2CCN(CC(=O)Nc3ccc4c(c3)CCC4)CC2)c1,30%,5%,1%,1.6%,0%,
COc1ccccc1CN1CCC(n2nccc2NC(=O)CCCc2ccccc2)CC1,42%,-3%,-17%,5.3%,3%,
C=CCOc1ccc(-c2nc3c(c(=O)[nH]c(=O)n3CCCC)n2C)cc1OC,5%,-1%,1%,4.0%,-8%,
O=C(Nc1nnc(-c2ccccc2)o1)C1CCCCC1,71%,-5%,-2%,0.8%,44%,
CCN1C(=O)CC(N2CCN(c3ccc(C(=O)c4ccncc4)cc3)CC2)C1=O (stereo not drawn),11%,3%,-6%,2.7%,-2%,
CC(C)NC(=O)c1ccc(OC2CSC2)cc1,2%,-9%,-8%,0.4%,-3%,
C=CCN1C(=O)/C(=C/c2ccccc2)S/C1=N/c1nccs1,-5%,-4%,12%,i,3%,

# Fetched by structure from the list above (4):
SMILES,M. tuberculosis,PhoP GFP inhibition,H1N1 NS1A inhibition,VEEV TC-83 Vero,H37Rv inhibition,others
COc1ccc(S(N)(=O)=O)cc1C(=O)NCC(C)(C)N1CCCCC1,-8%,-17%,6%,1.8%,7%,
COc1ccc(NC(=O)CN(C)CC(=O)Nc2sc3c(c2C(N)=O)CCC3)cc1,20%,0%,4%,6.1%,50µM*,
Cc1cnc(C)c(N2CCC(C(=O)NC(C)c3cccs3)CC2)n1 (stereo not drawn),4%,-7%,-2%,3.9%,-8%,
COC(=O)C1C(O)=C(C=Nc2cccc3ccccc23)C(=O)CC1(C)C (stereo not drawn),7%,4%,-24%,2.6%,?,

# Going on with the list.
SMILES,M. tuberculosis,PhoP GFP inhibition,H1N1 NS1A inhibition,VEEV TC-83 Vero,H37Rv inhibition,others
COc1ccccc1-n1c(SCC(=O)N2CCOCC2)nc(O)cc1=O,8%,-12%,-7%,0.6%,-7%,
O=c1oc2ccc(Cl)cc2cc1-c1ccccc1,-18%,-3%,9%,2.3%,-6%,
N#Cc1nc(N2CCOCC2)nc(N2CCOCC2)n1,5%,-1%,-20%,7.6%,0%,
CC1(C)CC(=O)c2c(O)cc(OCc3ccc([N+](=O)[O-])cc3)cc2O1,11%,3%,5%,1.6%,8%,
Cc1c(OCc2ccc(C(=O)O)o2)ccc2c3c(c(=O)oc12)CCC3,8%,-7%,-7%,1.0%,0%,
O=C(NCc1cccnc1)c1cc(Sc2cccc(Cl)c2)nc2ccccc12,-10%,-5%,4%,6.2%,-4%,
CCN(CC)S(=O)(=O)c1ccc(NC(=O)CC(NC(C)=O)c2ccccc2)cc1 (stereo not drawn),4%,5%,-1%,2.2%,0%,
COc1ccc(/C=C/C(=O)N2CCN(S(=O)(=O)c3ccccc3)CC2)cc1OC,30%,-5%,-11%,1.7%,-6%,
CC(=O)c1cccc(-n2nnnc2SCC(=O)N2CCCC2)c1,-7%,-3%,15%,1.7%,-4%,
O=C1CN(C(=O)c2ccc(F)c(S(=O)(=O)N3CCOCC3)c2)c2ccccc2N1,5%,-3%,-4%,0.6%,-3%,
COc1cc(C(N)=O)cc(Br)c1OCc1ccccc1,-12%,-4%,2%,0.9%,-3%,
CCOC(=O)CNC(=O)N1CCCC(C(=O)c2ccc3c(c2)OCO3)C1 (stereo not drawn),-6%,2%,-3%,i,-1%,
Nc1nonc1-n1nnc(C(=O)N/N=C/c2ccc(OCc3cccc(Cl)c3)cc2)c1CN1CCCCC1,17%,-1%,-4%,2.5%,10%,
Fc1ccccc1-c1nc(-c2ccc(Cl)cc2)no1,20%,4%,-7%,2.3%,-4%,
Cc1ccc(S(=O)(=O)N(C)CC(=O)NC2CC(C)(C)NC(C)(C)C2)cc1,-1%,-8%,1%,1.0%,-10%,
